Cycloheximide cs: Cycloheximide Counterscreen for Small Molecule Inhibitors of Shiga Toxin. 300,000 tested, 12% active. max response, %. cell reporter, cycloheximide protein synthesis inhibition counterscreen; in the data active means max response mostly above about 13%, no sharp cut-off; inactive means mostly below about 14%; further: read at 38.3 µM for the half of the compounds with a filed dose; 0% is about no effect
Shiga toxin inh: A qHTS for Small Molecule Inhibitors of Shiga Toxin; Vero cells, Shiga toxin protein synthesis inhibition reporter; inhibition, % at 38.7 µM; 290,000 tested, 9.2% active; AID 2315, 2010; in the data active means inhibition mostly above about 28%, no sharp cut-off; inactive means mostly below about 43%; further: 0% is about no effect
Pf growth 96h: Primary qHTS for delayed death inhibitors of the malarial parasite plastid, 96 hour incubation; Potency, µM (doses to about 28.7 µM), for the others: top-dose activity change, negative = inhibition, hits mostly inhibitors; AID 504834, 2011; P. falciparum luciferase reporter growth, 96 h; 320,000 tested, 6.9% active; further: potency means the concentration at half of the fitted maximal effect; on the % scale 0 is the no-effect control and ±100 the full control effect
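96 h incubation, 37 C, 5% CO2, of luciferase-reporter P. falciparum-infected RBCs (2% hematocrit, 0.05% parasitemia final) with test compounds; endpoint luminescence.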
TbPYK inhibitor: qHTS of Trypanosoma Brucei Inhibitors; pyruvate kinase (Trypanosoma brucei), Q57TT1; Potency, µM (titrated, usually from 76.8 µM), without a hit: at the highest dose activity, negative = inhibition, hits mostly inhibitors; 410,000 tested, 0.12% active; TbPYK enzyme, Kinase-Glo Plus ATP luminescence, 45 min; further: potency means the concentration at half of the fitted maximal effect; on the % scale 0 is the no-effect control and ±100 the full control effect; nearly all actives have a fitted effect of over 50% in size
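Screened from lowest to highest concentration, compounds were pinned into TbPYK/substrate mixtures, and ADP (130 uM final) was added. Plates sat at room temperature for 45 min prior to Kinase-Glo Plus detection by luminescence.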
LmPK inh: qHTS Assay for Inhibitors of Leishmania Mexicana Pyruvate Kinase (LmPK); Q27686; purified LmPK, Kinase-Glo ATP luminescence, 1 h; Potency, µM (top dose mostly 57.5 µM), for inactives: at the top dose activity change, negative = inhibition, most hits filed as inhibitors; 290,000 tested, 0.37% active; AID 1721, 2009; further: potency means the concentration at half of the fitted maximal effect; on the % scale 0 is the no-effect control and ±100 the full control effect
Target sequence (Q27686 whole entry, looked up): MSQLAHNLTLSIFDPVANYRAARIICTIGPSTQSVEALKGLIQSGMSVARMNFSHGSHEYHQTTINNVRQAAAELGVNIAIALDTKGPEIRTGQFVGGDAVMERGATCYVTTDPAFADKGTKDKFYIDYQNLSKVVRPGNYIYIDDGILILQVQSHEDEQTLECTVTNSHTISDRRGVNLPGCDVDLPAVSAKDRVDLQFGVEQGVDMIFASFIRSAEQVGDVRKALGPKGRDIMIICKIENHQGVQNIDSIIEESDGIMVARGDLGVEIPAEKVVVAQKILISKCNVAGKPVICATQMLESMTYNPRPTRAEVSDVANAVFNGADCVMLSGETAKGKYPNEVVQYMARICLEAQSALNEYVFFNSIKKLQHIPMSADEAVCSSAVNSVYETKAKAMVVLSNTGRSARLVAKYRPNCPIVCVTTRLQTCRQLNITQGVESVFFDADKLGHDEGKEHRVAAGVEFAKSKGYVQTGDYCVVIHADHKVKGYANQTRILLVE
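Purified LmPK (0.1 nM) with 0.5 mM PEP and 0.1 mM ADP in imidazole buffer pH 7.2 with MgCl2/KCl, 1 h at room temperature. ATP formed was read by luciferase luminescence and normalized to no-enzyme and uninhibited controls.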
Pf growth 48h: Primary qHTS for delayed death inhibitors of the malarial parasite plastid, 48 hour incubation | P. falciparum luciferase growth in erythrocytes, 48 h | Potency, µM (titrated, usually from 28.7 µM), inactives show at the top dose activity change, negative = inhibition, actives largely listed as inhibitors | 310,000 tested, 5.9% active; further: potency means the concentration at half of the fitted maximal effect; on the % scale 0 is the no-effect control and ±100 the full control effect
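Growth was read as firefly luciferase luminescence after a 48 h, 37 C, 5% CO2 exposure of compounds to reporter-bearing P. falciparum cultures (0.1% parasitemia, 2% hematocrit final) in Albumax-supplemented RPMI 1640.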
HCV inh: qHTS Assay for Inhibitors of Hepatitis C Virus (HCV). Potency, µM (highest dose often 41.8 µM), for inactives: top-dose activity change, negative = inhibition, hits mostly inhibitors. AID 651820, 2012. Huh7.5.1 HCVcc-Cre infection, luciferase reporter, 44 h. 340,000 tested, 3.4% active; further: potency means the concentration at half of the fitted maximal effect; on the % scale 0 is the no-effect control and ±100 the full control effect
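Seed cells (1,000/well) for 4 h; treat with compound and infect with HCVcc-Cre, moi about 0.5. Incubate 44 h, then detect luciferase activity.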
* marks the source's active call; other numbers are inactive results; i = inactive; ? = inconclusive; . = not tested or not shown; & = joins results of further samples; [ ] = dose if it differs, or a comment. Unless noted, the call rests on the fitted dose curve; in most records, active means well fitted curve in the direction sought with a large enough effect; inconclusive means small, poorly fitted or top-dose-only effect, or another doubt; inactive means no such curve, though single readings can be large; an effect the other way counts as inactive or inconclusive.

SMILES	Cycloheximide cs	Shiga toxin inh	Pf growth 96h	TbPYK inhibitor	LmPK inh	Pf growth 48h	HCV inh
O=C(CCn1c(=S)[nH]c2cc3c(cc2c1=O)OCO3)N1CCc2ccccc2C1	-2	-17	31%[activator]	.	1%	.	.
CN1/C(=C\C(=O)CSc2nnc(NCc3ccccc3)s2)C(C)(C)c2ccccc21	-1	-4	6.6µM*	-9%	2%	7.4µM*	?
O=C(NC(NC1CCS(=O)(=O)C1)C(Cl)(Cl)Cl)c1cccc(Cl)c1 (stereo unspecified)	3	-11	?	3%	0%	46%[activator]	19%
Cc1cc(C)c(OCCCCN(C)Cc2ccccc2)c(C)c1	-4	.	-12%	0%	-2%	-10%	-26%
CC(O)(CS(=O)(=O)c1cccc(C(F)(F)F)c1)C(=O)Nc1cccc(C(F)(F)F)c1 (stereo unspecified)	-2	10	12%	0%	1%	-15%	-7%
Cc1sc(NC(=O)CN2CCCC2)nc1-c1ccc2c(c1)CCN2C(=O)c1cccc(F)c1	-2	12	3%	-1%	0%	?	?
CC(C)CNC(=O)c1ccc(COc2ccc(Cl)cc2Cl)o1	4	20	0%	0%	4%	?	13µM*
Cc1ccnc(NC(=O)/C=C/c2ccccc2[N+](=O)[O-])c1	34*	73*	-27%	.	-27%	39%[activator]	.
C=CCNC(=S)N1CCc2[nH]c3ccccc3c2C1	1	-8	4%	-1%	11%	-1%	-6%
Cc1cc(/C=C(\C#N)C(=O)NCC2CCCO2)c(C)n1-c1ccc(Cl)cc1 (stereo unspecified)	26*	65*	10µM*	-1%	3%	10µM*	?
COc1cccc(-c2cc3nc4c(c(N5CCC6(CC5)OCCO6)n3n2)CCC4)c1	11	17	?	-3%	-2%	?	16µM*
Cn1c(=O)[nH]c2nnc(-c3ccc(Cl)c(Cl)c3)nc2c1=O	25*	50*	1.7µM*	2%	?	?	18%
CCN(CC(=O)Nc1ccc(NC(C)=O)cc1)c1ccc(C(F)(F)F)cn1	-3	17	?	-2%	1%	-20%	-7%
O=C(CCC1CCCN(Cc2ccc3c(c2)OCCO3)C1)NCc1ccc(F)c(F)c1 (stereo unspecified)	-3	18	19%	1%	-2%	?	-4%
CCN1CCN(Cc2ccc(NC(=O)c3cc(NC(=O)C4=NN(c5ccccc5)C(=O)C4)cc(OC)c3)cc2C(F)(F)F)CC1	3	12	0.33µM*	2%&7%	2%	0.93µM*	11%
COc1ccc2c(c1)CCN(C(=O)CCl)C2C1C(=O)CCCC1=O (stereo unspecified)	-5	9	-22%	0%	-1%	1%	7%
Cc1ccnc(NS(=O)(=O)c2ccc(-n3cccn3)cc2)c1	-2	-9	10µM*	2%	-2%	47%[activator]	7%
CC1CCCC(C)N1/N=C/c1ccc(C#N)cc1 (stereo unspecified)	26*	58	118%[activator]	2%	7%	3%	8%
Cc1nc(SCC(=O)Nc2ccc(Cl)cc2[N+](=O)[O-])nc(C)c1C	-2	-7	35%[activator]	?	2%	26%	12%
COCCn1c(SCC(=O)NCc2ccccc2)nnc1-c1ccco1	-4	17	?	-20%	1%	-10%	-8%
CCC(=O)NC(=S)Nc1cccc(NC(=O)c2ccccc2)c1	-1	-9	?	-3%	0%	13%	?
CN(C)C/C=C/C(O)(c1ccccc1)c1ccccc1	-2	-19	?	-1%	0%	20%	7%
Cc1csc(NC(=O)C(CC(C)C)NS(=O)(=O)c2ccc3c(c2)oc(=O)n3C)n1 (stereo unspecified)	20	65	?	3%	6%	.	-6%
CCc1ccc(-c2nc(CN3CCC(C(=O)N4CCN(c5ccccn5)CC4)CC3)c(C)o2)cc1	-6	8	39%[activator]	.	4%	-43%	11µM*
CCOc1ncccc1C(=O)OCC(=O)NC1CC1	-3	-8	1%	3%	5%	19%	7%
O=C(Nc1ccc2c(c1)C(=O)NC2=O)c1cccc(Cl)c1	1	-1	76%[activator]	0%	1%	49%[activator]	12%
N/C(=N\OS(=O)(=O)c1ccc2ccccc2c1)c1ccncc1	-4	-6	1%	-4%	4%	0%	10%
O=C1NC(c2ccccc2)(C(F)(F)F)SC2=NCCCN12 (stereo unspecified)	-1	-6	9%	4%	3%	2%	-4%
O=C(COC(=O)c1ccc(S(=O)(=O)N2CCCCC2)cc1)NCc1ccc(F)cc1	.	.	9%	3%	.	?	13%
CC(=O)Nc1ccc(S(=O)(=O)NC(CC(=O)NCCCN2CCOCC2)C(C)C)cc1 (stereo unspecified)	14	-18	17%	-11%	0%	-15%	16%
CCOc1ccc(NC(=S)NC(C)C(c2ccccc2)N2CCN(C)CC2)cc1 (stereo unspecified)	-4	-1	-13%	1%	-6%	?	7%
Cc1ccnc(NS(=O)(=O)c2ccc(NC(=O)c3cc(-c4ccc(Br)cc4)nc4ccccc34)cc2)n1	-3	13	60%[activator]	3%	-2%	-22%	9%
Nc1nc2ccccc2n1/N=C/c1ccc2c(c1)OCO2	32*	91*	-24%	8%	-25%	-22%	-8%
CN(C)c1ccc(C(CNS(=O)(=O)c2ccc3ccccc3c2)N2CCOCC2)cc1 (stereo unspecified)	.	.	3%	5%	.	?	-9%
Nc1nc(Br)c2c(F)cccc2c1-c1ccc(Cl)cc1	-2	-8	13µM*	-4%	5%	?	?
CN(C)CCn1c2c(c(SCC(=O)NCc3ccccc3)nc1=O)CCC2	.	.	7%	2%	.	3%	13%
CC(=O)Nc1ccc(OC(=O)N(C)c2ccc(C)cc2)cc1	-3	2	9.3µM*	-1%	-5%	?	3%
CC(C)N1CC2(c3ccccc3)CN(C(C)C)CC(c3ccccc3)(C1)C2=O	3	-4	.	-10%	1%	20%	4%
CC(C)NCCOc1cccc(Br)c1	-1	-21	-2%	1%	3%	.	25%
Cc1c(NC(=O)/C(C#N)=C/c2ccccc2)c(=O)n(-c2ccccc2)n1C	0	9	15%	1%	6%	?	16%

Fetched by compound from above (5):
SMILES	Cycloheximide cs	Shiga toxin inh	Pf growth 96h	TbPYK inhibitor	LmPK inh	Pf growth 48h	HCV inh
CCC(=O)NC(=S)Nc1cccc(NC(=O)c2ccccc2)c1	-1	-9	?	-3%	0%	13%	?
Cc1ccnc(NS(=O)(=O)c2ccc(NC(=O)c3cc(-c4ccc(Br)cc4)nc4ccccc34)cc2)n1	-3	13	60%[activator]	3%	-2%	-22%	9%
Nc1nc(Br)c2c(F)cccc2c1-c1ccc(Cl)cc1	-2	-8	13µM*	-4%	5%	?	?
O=C1NC(c2ccccc2)(C(F)(F)F)SC2=NCCCN12 (stereo unspecified)	-1	-6	9%	4%	3%	2%	-4%
N/C(=N\OS(=O)(=O)c1ccc2ccccc2c1)c1ccncc1	-4	-6	1%	-4%	4%	0%	10%

Carrying on:
SMILES	Cycloheximide cs	Shiga toxin inh	Pf growth 96h	TbPYK inhibitor	LmPK inh	Pf growth 48h	HCV inh
CCCCOCCOCCOCc1cc2c(cc1CCC)OCO2	.	.	-4%	1%	.	-7%	.
Cc1ccc(C(=O)OCC(=O)N(C)c2ccccc2)c(C)c1	16	24	9%	6%	3%	-5%	-8%
CCOC(=O)C1(CCOc2ccccc2)CCN(Cc2cccc3nonc23)CC1	6	14	3%	5%	1%	?	?
COc1ccc(SCc2noc(C(=O)NCC3CCCO3)c2C(=O)O)cc1 (stereo unspecified)	-3	-6	39%[activator]	-4%	-6%	3%	36%[activator]
CCOc1ccc(/C=C2\SC(=S)N(NS(=O)(=O)c3ccccc3)C2=O)cc1OC	-2	-5	24%	-3%	8%	9%	21%
COc1ccc(NC(=O)N2CCCC2C(=O)Nc2ccccc2)cc1 (stereo unspecified)	-1	-8	3%	1%	-3%	-8%	-4%
CCC(C)c1ccc(N2C(=O)NC(=O)/C(=C/c3cccn3CCOc3ccc(C)cc3)C2=O)cc1 (stereo unspecified)	9	-2	16%	-4%	0%	17%	7%
Cc1c(-c2nc(-c3ccc(C(C)(C)C)cc3)no2)n(C)oc1=O	60*	161*	-71%	-2%	-1%	-73%	2%
Cc1ccc(-c2nnc(OCC3CCCO3)c3ccccc23)cc1 (stereo unspecified)	10	4	?	-1%	2%	-19%	?
O=S(=O)(Cc1ccccc1)N1CCN(c2ccccc2)CC1	-3	-5	-45%	-3%	1%	40%[activator]	13%
COc1ccccc1OCCCC(=O)NCc1ccco1	1	-16	11%	-6%	2%	0%	4%
Cc1ccc(C)c(N2CN(Cc3ccco3)CNC2=S)c1	-3	-6	?	-6%	3%	3%	16%
O=C(O)C1CCCCC1C(=O)Nc1nc(-c2cccs2)cs1 (stereo unspecified)	-4	15	-12%	-21%	1%	-7%	-1%
COc1cccc(C(=O)Cn2c(NCCCO)nc3ccccc32)c1	-1	.	87%[activator]	7%	11%	-38%	12%
O=C(CS(=O)(=O)c1ccccc1)Nc1ncc([N+](=O)[O-])s1	-4	-6	1%	-4%	-2%	12%	1%
Cc1ccc(S(=O)(=O)N(CC(=O)Nc2cccc([N+](=O)[O-])c2)C(=O)N2CCN(C)CC2)cc1	.	.	19%	1%	.	?	-10%
CCn1cc(SCC(=O)N2CCc3ccccc32)c2ccccc21	27*	54*	0%	-18%	2%	-15%	?
CN(C)S(=O)(=O)c1cccc(NC(=O)CSc2cccc3cccnc23)c1	14	47	7.4µM*	-19%	-14%	12µM*	?
C/C(=N\Nc1ccccc1[N+](=O)[O-])c1ccc(N2CCOCC2)cc1	21*	86*	141%	-7%	-3%	i	-11%
CCCCn1c2nc3ccccc3nc2c2c(=O)n(C(C)CC)cnc21 (stereo unspecified)	-4	-23	9%	-1%	4%	19%	13%
COc1ccccc1-c1cc(C(=O)N/N=C/c2cccs2)c2ccccc2n1	0	19	4.1µM*	4%	7%	.	?
CCN(CC(=O)Nc1cc(Cl)ccc1C)C(=O)C1CC1	.	.	-3%	6%	.	-2%	20%
N#Cc1cc(C(=O)c2cc(Br)ccc2O)cn(C2CCCCC2)c1=O	0	-8	1µM*	-18%	4%	1.5µM*	11µM*
O=C(Cn1cnc2ccccc2c1=O)NCc1ccco1	8	-16	8%	-13%	-1%	11%	19%
CC(C)Cc1nc(SCc2cccnc2)c2c(=O)n(C)c(=O)n(C)c2n1	6	-5	?	-1%	-5%	?	10µM*
CCN(CC)S(=O)(=O)c1ccc(N2CCOCC2)c(NC(=O)CC(C)(C)C)c1	4	-13	?	0%	1%	?	-2%
CNC(=S)N(CCCO)Cc1cc2cc3c(cc2[nH]c1=O)OCO3	-8	1	9%	-2%	-1%	1%	22%
Cc1ccc(CC2S/C(=N/c3ccccn3)NC2=O)cc1 (stereo unspecified)	-2	-13	-5%	-10%	-4%	.	21%
CC(C)n1nc(C(=O)NC2CCCCCC2)c2ccccc2c1=O	.	.	?	-2%	.	-27%	-2%
O=C(O)c1ccccc1/C=N/NC(=S)NC1CCCCC1	-2	-2	-8%	1%	-4%	10%	9%
CCCCC(=O)Nc1ccc2c3c(cccc13)CC2	9	13	?	-5%	1%	18%	-17%

Random draw from the library; about 24% have a hit in one of these screens.
